EP2 mod = modulators of human EP2 prostaglandin E2 receptor; P43116; EP2-expressing cells, cAMP HTRF FRET, PGE2 co-stimulation; induction, % at 25 µM; 0.83% of 260,000 active;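 active = compounds whose cAMP rise, as percent of the full-agonist control response, exceeds 60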;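 note: rat C6 glioma line stably carrying human EP2 under a CMV promoter; the protocol text gives 20 µM as final concentration; 100% = response of wells given 1 µM PGE2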
NPY-Y1 PAM-ag = potentiators or agonists of human neuropeptide Y receptor Y1. P25929. NPY-Y1 expressing cells, potentiator/agonist activation. 0.37% of 220,000 active. AID 1304. activation, % at 3.6 µM; in the data active = activation above about 33%, passing the limit was not always enough;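 note: cells stimulated with NPY at EC10 then isoproterenol at EC100; 0% = low agonist plus stimulus and 100% = saturating agonist plus stimulus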
p97 ATPase inh = blocks human p97 ATPase activity. inhibition, % at 8 µM. recombinant p97 ATPase, Kinase-Glo ATP luminescence, 3 h. AID 1481. 0.42% of 220,000 active; in the data active = inhibition above about 15%;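 note: 0% = DMSO vehicle and 100% = wells lacking enzyme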
S1P4 ag = activates the human S1P4 receptor | O95977 | activation, % at 4.98 µM | 0.35% of 220,000 active | AID 1509 | S1P4-expressing cell line, agonist reporter assay; in the data active = activation above about 11%;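 note: 0% = DMSO vehicle and 100% = reference agonist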
Target sequence (O95977 whole entry, looked up): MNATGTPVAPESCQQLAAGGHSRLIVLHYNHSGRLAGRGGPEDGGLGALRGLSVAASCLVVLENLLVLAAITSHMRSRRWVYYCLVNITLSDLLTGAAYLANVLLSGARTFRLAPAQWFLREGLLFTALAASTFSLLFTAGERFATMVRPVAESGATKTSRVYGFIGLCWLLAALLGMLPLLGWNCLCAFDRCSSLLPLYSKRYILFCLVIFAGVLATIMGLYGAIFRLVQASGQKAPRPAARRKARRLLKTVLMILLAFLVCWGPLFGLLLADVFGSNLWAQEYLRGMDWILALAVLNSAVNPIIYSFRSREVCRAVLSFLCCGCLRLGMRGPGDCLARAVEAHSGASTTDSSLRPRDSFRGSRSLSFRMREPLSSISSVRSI
NPY-Y1 antag = blocks the human neuropeptide Y Y1 receptor; HEK293-CNG Y1 cells, membrane potential fluorescence; NPY at EC95, then isoproterenol; 1% of 200,000 active; inhibition, % at 3.6 µM; AID 1040;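 active = inhibition above the campaign mean inhibition of all tested compounds plus 3 SD, cut at about 20% in these data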;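 note: 0% = DMSO wells given NPY plus isoproterenol and 100% = isoproterenol alone without NPY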
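Test system – HEK293 Y1/CNG channel cell line · Also added – NPY agonist 25 nM, then isoproterenol 1 µM plus Ro 20-1724 25 µM · Compound dosing – one concentration, 3.6 µM, in 0.4% DMSO · Schedule – compound incubation 1 h at room temperature, readout 45 min post-stimulation · Technique – fluorescence, membrane potential probe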
eIF4E-4G inh = blocks eIF4E binding to eIF4G; inhibition, % at 21.7 µM; 0.37% of 220,000 active; AID 782; TR-FRET eIF4E-eIF4GI(517-606) binding, 2 h;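 active = inhibition above about 30%, limit read from the data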;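 note: 0% = full FRET control wells and 100% = background wells lacking eIF4GI fragment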
S1P4 antag = blocks the human S1P4 receptor; O95977; S1P4-expressing cells, antagonist mode, reporter read-out; inhibition, % at 4.98 µM; 0.26% of 220,000 active; AID 1510; in the data active = inhibition above about 29%;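 note: 0% = wells stimulated with agonist and 100% = vehicle wells without agonist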
NPY-Y2 PAM-ag = potentiators or agonists of human neuropeptide Y receptor Y2. 0.45% of 220,000 active. P49146. AID 1359. cells expressing NPY-Y2, potentiator/agonist read-out. activation, % at 3.6 µM; in the data active = activation above about 27%;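 note: cells stimulated with NPY near EC25 plus isoproterenol at EC100; 0% = vehicle plus submaximal agonist and 100% = vehicle plus saturating agonist; some results beyond the cut were filed as inactive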
Target sequence (P49146 whole entry, looked up): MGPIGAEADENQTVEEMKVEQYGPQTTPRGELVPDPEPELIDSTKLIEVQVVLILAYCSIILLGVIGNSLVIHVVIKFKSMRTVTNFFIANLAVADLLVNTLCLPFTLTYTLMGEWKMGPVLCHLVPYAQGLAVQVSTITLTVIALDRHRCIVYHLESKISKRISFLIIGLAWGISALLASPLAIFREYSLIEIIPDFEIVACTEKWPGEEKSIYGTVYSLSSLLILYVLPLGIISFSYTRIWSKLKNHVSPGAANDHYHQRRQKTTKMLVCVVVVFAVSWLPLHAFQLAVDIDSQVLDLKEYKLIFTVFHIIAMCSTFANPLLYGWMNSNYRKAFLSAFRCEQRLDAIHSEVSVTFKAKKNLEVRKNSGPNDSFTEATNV
PGE2 EP2 inh = inhibitors of human EP2 prostaglandin E2 receptor. 0.52% of 260,000 active. inhibition, % at 25 µM. P43116. C6 glioma cells expressing human EP2, cAMP TR-FRET; cells stimulated with saturating PGE2;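 active = percent inhibition above 40 after rounding to a whole number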;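 note: rat C6 glioma host cells with rolipram phosphodiesterase inhibitor present; the protocol text gives 20 µM as final concentration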
* = called active by the depositor; · = no result given; & = joins results of further samples; [ ] = another dose, or the depositor's remark.

item	Compound	EP2 mod	NPY-Y1 PAM-ag	p97 ATPase inh	S1P4 ag	NPY-Y1 antag
1	CCCC(=O)Nc1ccccc1NC(=O)CCC	-5	2	-4	1.0	-5
2	COc1cccc2c1OCC/C2=N\NC(=O)C(C)Oc1ccc([N+](=O)[O-])cc1 (configuration not stated)	-72	9	3	0.9	-2
3	CCOC(=O)c1cc(OC(=O)c2ccccc2)n(-c2ccccc2)n1	62*	-17	2	2.6	1
4	Cc1cccc(C)c1OCC(=O)N=Nc1c(O)[nH]c2ccc(Br)cc12	-20	-13	-5	-1.4	2
5	O=C(CSc1ccc(-c2ccco2)nn1)NC1CCCCC1	7	13	6	0.9	1
6	NC(=O)Nc1ccc(C(=O)OCC(=O)N(Cc2ccccc2)C2CCS(=O)(=O)C2)cc1 (configuration not stated)	14	4	1	1.1	0
7	Cc1cc(C)n2nc(SCC(=O)c3ccc[nH]3)nc2n1	-8	-13	0	-0.1	-6
8	O=C(N/N=C/c1ccccn1)c1[nH]c2ccc([N+](=O)[O-])cc2c1-c1ccccc1	-24	12	7	2.8	-12

item	eIF4E-4G inh	S1P4 antag	NPY-Y2 PAM-ag	PGE2 EP2 inh
1	0	0	-2	13
2	5	-9	-9	7
3	-3	-18	-2	9
4	-26	-7	1	·
5	13	-9	4	6
6	1	-6	-6	3
7	-11	8	5	10
8	-1	-18	25	2

Some entries already given with just p97 ATPase inh:
item	canonical_smiles	p97 ATPase inh
4	Cc1cccc(C)c1OCC(=O)N=Nc1c(O)[nH]c2ccc(Br)cc12	-5
2	COc1cccc2c1OCC/C2=N\NC(=O)C(C)Oc1ccc([N+](=O)[O-])cc1 (configuration not stated)	3

(listing goes on)
item	Compound	EP2 mod	NPY-Y1 PAM-ag	p97 ATPase inh	S1P4 ag	NPY-Y1 antag
9	O=C(Cn1c(-c2ccco2)nc2ccccc21)N1CCCCC1	2&-2	-25	-1	0.7	6
10	CC(C)[C@H](NC(=O)c1ccc(C(C)(C)C)cc1)C(=O)Nc1nnc(C2CC2)s1	19	-16	-3	-0.6	7
11	CCCCNC(=O)N(C)c1nncnc1C(=O)NC	-1	6	5	0.5	-3
12	CCc1nnc(NC(=O)C(=O)NCCOC(=O)c2ccccc2)s1	20	-11	-7	1.5	9
13	O=C(O)CSCC(=O)Nc1ccc(Cl)cc1C(F)(F)F	40	11	2	-0.6	6
14	O=C(CNc1ccccc1)NNC1=NCCC1	16	-4	-3	-1.3	-6
15	CC(C(=O)NNS(=O)(=O)c1cccc(C(F)(F)F)c1)n1nnc(N2CCOCC2)n1 (configuration not stated)	10	13	7	-0.1	·
16	COc1ccc(S(=O)(=O)N2CCC(C(=O)Nc3ccc(F)cc3)CC2)c2cccnc12	-31	0	2	-1.6	-3

item	eIF4E-4G inh	S1P4 antag	NPY-Y2 PAM-ag	PGE2 EP2 inh
9	11	-11	-5	4&15
10	3	-1	6	3
11	0	5	2	9
12	3	15	-14	18
13	-2	-11	3	4
14	0[fluorescence artefact?]	8	-14	6
15	3	-4	7	15
16	-3	-4	-5	7

Down the list, quoted from above:
Nos. 6–14 in NPY-Y1 antag, in turn: 0, -6, -12, 6, 7, -3, 9, 6, -6
Nos. 6–14 in eIF4E-4G inh, in turn: 1, -11, -1, 11, 3, 0, 3, -2, 0[fluorescence artefact?]

More structures follow:
item	Compound	EP2 mod	NPY-Y1 PAM-ag	p97 ATPase inh	S1P4 ag	NPY-Y1 antag
17	COc1cc(NC(=O)C2=C(N3CCOCC3)/C(=C\c3ccc(Cl)cc3Cl)CC2)cc(OC)c1OC	-15	-12	2	0.2	4
18	COc1cccc2cc(/C(C)=N/Nc3nc(-c4cc(C)ccc4C)cs3)c(=O)oc12	5	-2	-3	-2.8	0
19	COc1ccc(/C=C(\NC(=O)c2ccc(OC)cc2)C(=O)NC(CCSC)C(=O)O)cc1 (configuration not stated)	20	-3	-1	0.1	-3
20	COc1ccc(OCCSc2nc(N)cc(=O)[nH]2)cc1	-6	-2	4	4.0	3
21	CCOC(=O)N1CCC(N(CCOC)C(=O)Nc2ccc(Cl)cc2)CC1	-4	23	2	2.0	-1
22	Cc1ccc(Cl)cc1NC(=S)N(CCCN1CCOCC1)Cc1ccco1	-16	10	1	4.0	4
23	Cc1ccc(NC(=O)/C(=C/c2cccc(Br)c2)NC(=O)c2ccco2)cc1	13	13	-4	-1.5	0
24	CCN1C(=O)/C(=C2/Sc3ccccc3N2CC)S/C1=N\c1ncn[nH]1	31	5	-1	-1.0	-5

item	eIF4E-4G inh	S1P4 antag	NPY-Y2 PAM-ag	PGE2 EP2 inh
17	0	-15	-7	6
18	-8	-4	-6	5
19	-12[fluorescence artefact?]	15	-5	11
20	0	-12	-5	7
21	0	-26	17	·
22	-1	-7	-1	3
23	-6	-16	-11	4
24	0	8	11	3

EP2 mod: entries above that show a hit
| cpd | Compound | EP2 mod | NPY-Y1 PAM-ag | p97 ATPase inh | S1P4 ag | NPY-Y1 antag | eIF4E-4G inh | S1P4 antag | NPY-Y2 PAM-ag |
| --- | --- | --- | --- | --- | --- | --- | --- | --- | --- |
| 3 | CCOC(=O)c1cc(OC(=O)c2ccccc2)n(-c2ccccc2)n1 | 62* | -17 | 2 | 2.6 | 1 | -3 | -18 | -2 |

(cont.)
item	Compound	EP2 mod	NPY-Y1 PAM-ag	p97 ATPase inh	S1P4 ag	NPY-Y1 antag
25	Cc1ccc(N2C(=O)c3ccc(C(=O)N4CCN(c5ccccc5F)CC4)cc3C2=O)cc1	20	-21	2	-0.2	14
26	CC1CCCCC12NC(=O)N(CC(=O)Nc1sc3c(c1C(N)=O)CCC3)C2=O (configuration not stated)	-19	0	0	3.0	5
27	Cc1ccc(S(=O)(=O)N2CCCOC2)cc1	-9	-27	3	-0.3	-1
28	Cc1cccc(NC(=O)c2cc(Cl)nc3ccccc23)n1	-13	-24	8	-0.5	·
29	O=C(c1cnc(N2CCN(c3ncccn3)CC2)c2ccccc12)N1CCN(c2ccccn2)CC1	-9	-1	0	1.8	-4
30	Cc1ccc2nc3c(nc2c1C)C(O)=C3O	6	9	5	0.1	·
31	CC(=O)Nc1ccc(S(=O)(=O)N2CCN(Cc3ccncc3)CC2)cc1	-1	23	-3	-0.9	-3
32	CC(=O)Nc1ccn(-c2ccccc2)n1	13	0	1	-0.9	8

item	eIF4E-4G inh	S1P4 antag	NPY-Y2 PAM-ag	PGE2 EP2 inh
25	-5	-6	-6	7
26	1	7	-2	·
27	1	-17	-1	12
28	1	3	-14	5
29	6	4	12	6
30	-5	0	3	10
31	-3[fluorescence artefact?]	-4	-3	10
32	2	3	9	13

Additional records follow:
item	Compound	EP2 mod	NPY-Y1 PAM-ag	p97 ATPase inh	S1P4 ag	NPY-Y1 antag
33	CCCOc1ccc(C(=O)C(c2ccccc2)N2CCOCC2)cc1 (configuration not stated)	18	-13	0	1.3	3
34	Fc1ccc(-c2noc(-c3ccc4c(c3)CCO4)n2)cc1	-2	5	6	-0.7	·
35	CC(C)NC(=O)Cn1nnc(-c2ccc(Cl)cc2)n1	7	1	-3	1.3	6
36	O=C(Nc1cccc([N+](=O)[O-])c1)c1ccc(N2CCCC2=O)cc1	-26	6	0	3.0	-3
37	O=C(CN1C(=O)CSc2ccc(S(=O)(=O)N3CCOCC3)cc21)NCCCN1CCOCC1	16	17	12	17*	-1
38	C/C(CCc1oc2ccc(Cl)cc2c1-c1ccc(C)o1)=N\O	65*	-14	-1	-0.3	5
39	CCOc1ccc(NC(=O)CS(=O)(=O)c2cn(CC)c3ccccc23)cc1	12	18	-1	3.1	-1
40	O=C(NCc1ccco1)C(=O)NCC1OCCCN1S(=O)(=O)c1ccccc1 (configuration not stated)	30	-2	4	-0.2	8

item	eIF4E-4G inh	S1P4 antag	NPY-Y2 PAM-ag	PGE2 EP2 inh
33	-6	-6	13	18
34	5	4	5	17
35	-3[fluorescence artefact?]	-4	-11	·
36	-2	-4	-1	8
37	-3	-3	-1	2
38	-6	12	13	6
39	3	-14	20	14
40	-2	0	11	8

Other entries:
item	Compound	EP2 mod	NPY-Y1 PAM-ag	p97 ATPase inh	S1P4 ag	NPY-Y1 antag
41	COc1ccc(CC(=O)N2CC(=O)N(CCc3ccccc3)C(=O)C2)cc1	-6	0	3	1.2	1
42	CC(=O)c1c(C)nn(CCC(=O)O)c1C	17&4	-17	5	-3.6	1
43	CCC(CC)NC(=O)c1cccc([N+](=O)[O-])c1C	7	-14	-9	0.7	3
44	O=C1/C(=C/c2cccs2)SC(=S)N1c1ccccc1	27	-8	5	0.5	-3
45	CCOc1cc(N2CCOCC2)c(OCC)cc1NC(C)C(=O)N1CCC(C)CC1 (configuration not stated)	24	5	-2	0.1	-2
46	COc1ccc(-c2cc(C(=O)Nc3ccc(S(=O)(=O)Nc4onc(C)c4C)cc3)c3ccccc3n2)cc1OC	-11	-20	11	1.2	·
47	C=CCn1c(SCC(=O)c2ccc(Cl)s2)nc2ccccc2c1=O	-1	-24	-4	1.0	6
48	Cc1ccc2c(c1)N(C(C)C(=O)NCc1cccs1)C(=O)CO2 (configuration not stated)	20	-3	0	1.4	-3
49	CC1=C(C(N)=O)C(c2cccnc2)n2nc(-c3cccc(C)c3)nc2N1 (configuration not stated)	28	3	5	0.2	-2

item	eIF4E-4G inh	S1P4 antag	NPY-Y2 PAM-ag	PGE2 EP2 inh
41	0	14	3	19
42	-2	-3	12	11&4
43	5[fluorescence artefact?]	-17	8	6
44	-1[fluorescence artefact?]	-5	-7	5
45	1	-6	9	9
46	4	-3	-3	4
47	-17[fluorescence artefact?]	-7	-7	5
48	-1	-14	-1	8
49	14[fluorescence artefact?]	-4	14	11

Entries 44–49 from above:
item	Compound	EP2 mod	NPY-Y1 PAM-ag	p97 ATPase inh	S1P4 ag	NPY-Y1 antag
44	O=C1/C(=C/c2cccs2)SC(=S)N1c1ccccc1	27	-8	5	0.5	-3
45	CCOc1cc(N2CCOCC2)c(OCC)cc1NC(C)C(=O)N1CCC(C)CC1 (configuration not stated)	24	5	-2	0.1	-2
46	COc1ccc(-c2cc(C(=O)Nc3ccc(S(=O)(=O)Nc4onc(C)c4C)cc3)c3ccccc3n2)cc1OC	-11	-20	11	1.2	·
47	C=CCn1c(SCC(=O)c2ccc(Cl)s2)nc2ccccc2c1=O	-1	-24	-4	1.0	6
48	Cc1ccc2c(c1)N(C(C)C(=O)NCc1cccs1)C(=O)CO2 (configuration not stated)	20	-3	0	1.4	-3
49	CC1=C(C(N)=O)C(c2cccnc2)n2nc(-c3cccc(C)c3)nc2N1 (configuration not stated)	28	3	5	0.2	-2

item	eIF4E-4G inh	S1P4 antag	NPY-Y2 PAM-ag	PGE2 EP2 inh
44	-1[fluorescence artefact?]	-5	-7	5
45	1	-6	9	9
46	4	-3	-3	4
47	-17[fluorescence artefact?]	-7	-7	5
48	-1	-14	-1	8
49	14[fluorescence artefact?]	-4	14	11

Bioassay records (PubChem BioAssay)

A portion of the library, so the mix of outcomes need not match the whole.
